# BaF3 parental = counter-screen for JAK2V617F inhibitors: parental Ba/F3 viability inhibitors. CellTiter-Glo ATP luminescence. inhibition, % at 5.6 µM. hit rate 1.1% among 220,000;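 active = inhibition above a per-campaign cutoff, the mean inhibition of all tested compounds plus 3 SD, cut at about 27% in these data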;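 also: 0% = DMSO wells and 100% = JAK Inhibitor I control wells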
# Mdm2 ligase inh = inhibitors of human Mdm2 E3 ubiquitin ligase | Q00987 | cell-based MDM2 ubiquitination luciferase reporter, 2 h; 0 = plate control, 100 = twice control, blank-subtracted | signal enhancement, % at 5 µM | hit rate 0.11% among 210,000 | AID 1230;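 active = signal enhancement of 30% or more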;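 also: luminescence tracks abundance of the self-degrading MDM2-luciferase fusion protein; higher signal means inhibition of MDM2 E3 ligase activity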
# Target sequence (Q00987 whole entry, looked up, the tested form may be a part): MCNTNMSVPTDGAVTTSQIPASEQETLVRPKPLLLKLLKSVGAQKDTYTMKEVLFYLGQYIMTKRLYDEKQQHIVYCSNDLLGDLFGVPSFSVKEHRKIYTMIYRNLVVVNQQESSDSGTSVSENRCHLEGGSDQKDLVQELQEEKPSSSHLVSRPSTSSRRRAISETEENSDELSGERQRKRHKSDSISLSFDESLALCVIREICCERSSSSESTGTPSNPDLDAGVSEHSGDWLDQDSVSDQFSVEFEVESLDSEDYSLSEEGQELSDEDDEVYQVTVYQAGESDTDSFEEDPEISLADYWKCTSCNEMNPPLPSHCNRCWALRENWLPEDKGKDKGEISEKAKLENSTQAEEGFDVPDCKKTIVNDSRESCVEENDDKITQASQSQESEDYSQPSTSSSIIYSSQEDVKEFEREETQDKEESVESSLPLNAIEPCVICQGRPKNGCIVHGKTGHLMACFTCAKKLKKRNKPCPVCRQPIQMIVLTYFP
#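 Material: Stable MDM2–luciferase fusion reporter cells | Amount: 2000 cells seeded into each well | Dosing: One concentration, 5 µM, with 0.2% DMSO | Incubation: 4 h cell settling then 2 h compound exposure, 37 °C | Measured by: Luciferase luminescence | Read-out basis: % enhancement relative to plate controls after blank subtraction | Benchmarks: Control and blank well means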
# S1P4 antag = human S1P4 receptor antagonism; hit rate 0.26% among 220,000; inhibition, % at 4.98 µM; O95977; AID 1510; S1P4-expressing cells, antagonist mode, reporter read-out; in the data active = inhibition above about 29%;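 also: 0% = wells stimulated with agonist and 100% = vehicle wells without agonist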
# eIF4E 4G PPI = inhibitors of eIF4E and eIF4G interaction in translation initiation; P63073+Q04637; TR-FRET eIF4E-eIF4GI(517-606) binding, 2 h; inhibition, % at 21.7 µM; hit rate 0.37% among 220,000; AID 782;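 active = inhibition above about 30%, limit read from the data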;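 also: 0% = full FRET control wells and 100% = background wells lacking eIF4GI fragment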
# Wee1 stabilizer = human Wee1 degradation inhibition, primary screen. HeLa Luc-Wee1K328M stability, luciferase luminescence; 100% = proteasome inhibitor MG132 effect. reporter increase, % at 5 µM. hit rate 1.2% among 220,000;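 active = activation above the mean of all tested compounds plus 3 SD, set per screening run, cut at about 8.8% in these data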;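 also: cells exposed to compound for 20 h before luminescence read; 0% = DMSO alone and 100% = MG132 at 30 µM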
# PERK inhibitor = blocks human PERK kinase. CHO PERK-DD fusion, SEAP luminescence translation reporter. inhibition, % at 5.6 µM. Q9NZJ5. hit rate 0.17% among 220,000. AID 1416;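 active = inhibition above the mean inhibition of all tested compounds plus 3 SD, set separately per screening campaign, cut at about 2.9% in these data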;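 also: PERK kinase domain activated by AP20187 dimerizer at 100 nM; 0% = DMSO with dimerizer and 100% = rapamycin at 8.4 µM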
# S1P4 agonist = agonists of human S1P4 receptor; O95977; S1P4-expressing cell line, agonist reporter assay; activation, % at 4.98 µM; hit rate 0.35% among 220,000; AID 1509; in the data active = activation above about 11%;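 also: 0% = DMSO vehicle and 100% = reference agonist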
# NPY2 pot ag = human NPY-Y2 potentiation or agonism, primary screen; AID 1359; activation, % at 3.6 µM; hit rate 0.45% among 220,000; cells expressing NPY-Y2, potentiator/agonist read-out; in the data active = activation above about 27%;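 also: cells stimulated with NPY near EC25 plus isoproterenol at EC100; 0% = vehicle plus submaximal agonist and 100% = vehicle plus saturating agonist; some results beyond the cut were filed as inactive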
# Target sequence (P49146 whole entry, looked up): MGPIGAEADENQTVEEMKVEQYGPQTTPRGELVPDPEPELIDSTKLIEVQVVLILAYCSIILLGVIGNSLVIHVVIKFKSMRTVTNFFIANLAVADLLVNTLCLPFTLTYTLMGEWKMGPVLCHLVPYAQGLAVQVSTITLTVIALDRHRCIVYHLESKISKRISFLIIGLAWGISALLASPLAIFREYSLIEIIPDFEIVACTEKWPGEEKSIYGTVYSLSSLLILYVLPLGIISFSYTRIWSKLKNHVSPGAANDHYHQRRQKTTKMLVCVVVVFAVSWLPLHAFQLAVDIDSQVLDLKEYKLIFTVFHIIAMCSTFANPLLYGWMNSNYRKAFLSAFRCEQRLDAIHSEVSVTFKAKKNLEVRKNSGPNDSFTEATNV
# Ba/F3 V617F tox = reduce viability of Ba/F3 cells dependent on JAK2V617F | AID 1446 | hit rate 1.1% among 220,000 | Ba/F3 EpoR-JAK2V617F viability, ATP luminescence | inhibition, % at 5.6 µM;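 active = inhibition above the campaign mean plus 3 SD over all tested compounds, cut at about 24% in these data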;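 also: cytokine-independent growth of Ba/F3 cells driven by EpoR plus mutant JAK2; 0% = DMSO-treated cells and 100% = JAK inhibitor I control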
# The depositor's hits bear a star; · = not tested or not shown; [ ] = remark or other dose.
# Preview:
SMILES,BaF3 parental,Mdm2 ligase inh,S1P4 antag,eIF4E 4G PPI,Wee1 stabilizer,PERK inhibitor,S1P4 agonist,NPY2 pot ag,Ba/F3 V617F tox
COc1ccccc1-n1c2nc3ccccc3nc2c2c(=O)n(-c3cc(C)cc(C)c3)cnc21,6,-7,4,-3,-2,0.3,-1.7,0,2
CCc1ccc(N(C(=O)CNC(=O)c2cccs2)C(C(=O)NC(C)(C)C)c2cc(OC)c(OC)c(OC)c2)cc1 (centres undefined),10,-1,-9,-3[fluorescence artefact?],5,1.0,2.2,-8,-3
COc1cc(C(=O)NC2(C(F)(F)F)NC(=O)N(CCCc3ccccc3)C2=O)cc(OC)c1OC (centres undefined),1,-15,-9,1,-1,-0.6,0.0,-10,-4
OCCN(Cc1ccccc1)Cc1cccc(Cl)c1Cl,5,2,-12,4,-1,0.0,1.1,-17,2
CC(C)c1ccccc1OCCNC(=O)c1cccnc1,11,-10,2,0,-1,0.1,0.8,-4,2
CNc1cccccc1=S,5,-8,10,10,1,-0.4,-1.1,0,3
COc1ccccc1CCN=C(N)NS(=O)(=O)c1ccccc1,4,22,-5,4,0,0.7,0.5,14,-1
Cc1cc(C=O)c(C)n1-c1sc2c(c1C(=O)O)CCCC2,1,-7,3,-3[fluorescence artefact?],-4,1.2,-0.9,14,-5
O=C(N/N=C/c1nn(-c2ccccc2)cc1-c1ccccc1)c1ccncc1,5,4,-1,17[fluorescence artefact?],8,-1.0,1.0,3,0

# Results, from the start:
SMILES,BaF3 parental,Mdm2 ligase inh,S1P4 antag,eIF4E 4G PPI,Wee1 stabilizer,PERK inhibitor,S1P4 agonist,NPY2 pot ag,Ba/F3 V617F tox
COc1ccccc1-n1c2nc3ccccc3nc2c2c(=O)n(-c3cc(C)cc(C)c3)cnc21,6,-7,4,-3,-2,0.3,-1.7,0,2
CCc1ccc(N(C(=O)CNC(=O)c2cccs2)C(C(=O)NC(C)(C)C)c2cc(OC)c(OC)c(OC)c2)cc1 (centres undefined),10,-1,-9,-3[fluorescence artefact?],5,1.0,2.2,-8,-3
COc1cc(C(=O)NC2(C(F)(F)F)NC(=O)N(CCCc3ccccc3)C2=O)cc(OC)c1OC (centres undefined),1,-15,-9,1,-1,-0.6,0.0,-10,-4
OCCN(Cc1ccccc1)Cc1cccc(Cl)c1Cl,5,2,-12,4,-1,0.0,1.1,-17,2
CC(C)c1ccccc1OCCNC(=O)c1cccnc1,11,-10,2,0,-1,0.1,0.8,-4,2
CNc1cccccc1=S,5,-8,10,10,1,-0.4,-1.1,0,3
COc1ccccc1CCN=C(N)NS(=O)(=O)c1ccccc1,4,22,-5,4,0,0.7,0.5,14,-1
Cc1cc(C=O)c(C)n1-c1sc2c(c1C(=O)O)CCCC2,1,-7,3,-3[fluorescence artefact?],-4,1.2,-0.9,14,-5
O=C(N/N=C/c1nn(-c2ccccc2)cc1-c1ccccc1)c1ccncc1,5,4,-1,17[fluorescence artefact?],8,-1.0,1.0,3,0
CCOc1ccccc1N1CC(C(=O)NCCc2ccc(S(N)(=O)=O)cc2)CC1=O (centres undefined),4,-14,-18,-4[fluorescence artefact?],3,0.5,-1.0,-5,1
COCCCNC(=S)NNC(=O)c1csc(C)n1,4,-1,4,-5,-3,-1.3,2.2,-7,3
CCn1c(-c2ccc(F)cc2)n[nH]c1=S,4,6,11,-2,-1,2.1,0.5,9,-4
CCCN1CNc2c(c(=O)[nH]c(=S)n2CCc2ccccc2)C1,6,26,5,1,-1,0.7,0.9,1,2
CCOC(=O)c1nnn(-c2nonc2-c2ccccc2)c1C,7,-4,5,·,2,0.3,2.1,11,0
Cc1cccc(NC(=O)CN2C(=O)N/C(=C/c3ccc(-c4cccc(C(=O)O)c4C)o3)C2=O)c1,2,-4,-17,-3,0,-0.2,1.6,6,-1
CC(NC(=O)CCl)c1ccccc1Br (centres undefined),0,·,4,-8,2,0.6,-1.7,-4,5
O=C1C=C(Nc2ccccc2)CC(c2ccccc2)C1 (centres undefined),8,-14,-3,0,4,-0.3,-1.2,-4,6
CC(C)CC1(C(=O)NCc2ccccn2)C=CCN1C(=O)c1ccccc1 (centres undefined),4,·,3,-3,-1,-0.3,0.3,-3,1
CCOc1cccc(C(=O)Nc2nnc(-c3ccco3)s2)c1,11,-70,3,1,2,-0.7,0.2,11,2
Cc1ccc(OCc2nnc(SCC(=O)N3c4ccccc4Sc4ccc(Cl)cc43)o2)cc1,6,-14,-15,0,-4,0.3,-0.1,-6,1
CNS(=O)(=O)c1ccc(N2CCCC2=O)c([N+](=O)[O-])c1,-9,10,-16,2,-1,0.8,0.2,11,0
O=C(Nc1ccc(N=Nc2ccccc2)c(NC(=O)C2CCCO2)c1)C1CCCO1 (centres undefined),7,-3,-12,-1,4,-0.7,-4.2,15,0
O=C(Nc1ccc(N2CCCCC2)c(Cl)c1)c1ccc(N2CCOCC2)c([N+](=O)[O-])c1,-1,-16,-1,-5,-1,0.6,-0.9,10,-6
NC(=O)c1ccccc1NC(=O)CCN1C(=O)c2ccccc2C1=O,1,-12,-7,-2,2,-0.1,-0.1,5,3
Cc1ccc(-c2ccc(CCC(=O)O)n2NC(N)=S)cc1,6,-6,-7,-1[fluorescence artefact?],-1,1.6,-3.4,0,-3
CCCCn1c(SCC(=O)OCC)nc2c1c(=O)[nH]c(=O)n2C,4,-10,-12,2[fluorescence artefact?],-2,0.2,-0.3,13,2
CCNC(=O)NC(=O)C(C)OC(=O)c1oc2ccccc2c1CSC1CCCCC1 (centres undefined),-3,6,-15,0[fluorescence artefact?],-2,0.6,-0.3,-3,-2
Cc1cc(C(=O)COc2ccc([N+](=O)[O-])cc2)c(C)n1C1CC1,0,1,-11,-1,-2,-1.3,1.6,-5,-1
CC1CN(c2ccc([N+](=O)[O-])cn2)CC(C)O1 (centres undefined),-1,-5,20,0,-2,0.9,0.9,-2,2
Cc1cc(Cl)ccc1OCCn1cncn1,6,-7,-15,-1,1,1.1,1.2,5,5

# Whole records, quoted from the list. Order of values: BaF3 parental | Mdm2 ligase inh | S1P4 antag | eIF4E 4G PPI | Wee1 stabilizer | PERK inhibitor | S1P4 agonist | NPY2 pot ag | Ba/F3 V617F tox
# CCOc1cccc(C(=O)Nc2nnc(-c3ccco3)s2)c1 across the screens: 11 | -70 | 3 | 1 | 2 | -0.7 | 0.2 | 11 | 2
# Cc1cc(C(=O)COc2ccc([N+](=O)[O-])cc2)c(C)n1C1CC1 across the screens: 0 | 1 | -11 | -1 | -2 | -1.3 | 1.6 | -5 | -1

# The list continues:
SMILES,BaF3 parental,Mdm2 ligase inh,S1P4 antag,eIF4E 4G PPI,Wee1 stabilizer,PERK inhibitor,S1P4 agonist,NPY2 pot ag,Ba/F3 V617F tox
O=C(NNS(=O)(=O)c1ccccc1[N+](=O)[O-])c1ccccc1[N+](=O)[O-],6,0,-16,-8,5,-0.9,1.1,3,2
NC(=O)c1ccc(NCCc2ccccc2)c([N+](=O)[O-])c1,4,-15,11,2,3,-0.9,-3.2,8,4
Cc1ccc(CN2CCc3c(OCc4ccc(F)cc4)cccc3C2=O)cc1,5,-10,12,2[fluorescence artefact?],2,0.8,2.0,16,-4
C=CCSC1=C(C#N)C2(CCCCC2)C(C#N)C(=O)N1 (centres undefined),2,-9,0,1,-4,1.0,0.5,6,2
Nc1ccc(C(=O)N/N=C\c2cc(N=Nc3cccc4ccccc34)ccc2O)cc1,3,-9,-4,-36[fluorescence artefact?],0,0.0,-2.3,13,1
Cc1cc(C)n(CC(C)NCc2cn[nH]c2-c2ccc(C)c(C)c2)n1 (centres undefined),1,-14,-3,2,-2,-0.1,1.7,-11,-4
O=C(NCc1ccccn1)c1cc(Br)ccc1Cl,12,-5,-39,-2,-4,-0.1,1.4,-15,5
O=C(O)c1cc(N2C(=O)CCC2=O)ccc1NCc1cccnc1,-3,·,-12,-1,-3,1.2,-0.4,2,-1
CCOC(=O)c1ccc(NC(=O)Cn2nnc3ccccc32)cc1,59*,-8,-7,-1,0,1.5,1.3,12,-3
Cc1cccc(CS(=O)(=O)Cc2ccc(C(=O)NCCN3CCCCC3C)o2)c1 (centres undefined),3,-4,-9,-4,-3,0.6,-0.5,13,0
O=C(COC(=O)c1cccnc1SCC(=O)NCc1ccccc1)NCc1ccccc1,3,-4,-11,6,-1,-1.1,-0.5,-25,-1
COC(=O)c1cc(C(=O)Nc2ccc(Cl)cn2)cc([N+](=O)[O-])c1,9,-12,-10,-2,9.0*,1.3,-0.3,-12,0
FC(F)Oc1ccc(-c2c[n+]3c(n2-c2ccccc2)CCCCC3)cc1,60*,-2,2,-2,-1,0.0,-1.0,-19,64*
COC(=O)c1ccccc1NC(=O)Nc1ncccc1C,9,-85,26,4,2,1.9,-2.3,-21,5
O=C(c1ccccc1)N1CCN(C(=O)c2ccccc2Br)CC1,1,-2,12,-2,2,0.7,-1.8,5,-6
Cc1ccc(S(=O)(=O)c2cc3ccccc3oc2=Nc2ccc3c(c2)OCCO3)cc1,3,-2,-17,2,2,0.1,0.2,9,2
COc1ccc(NC(=O)CSc2ccccn2)c([N+](=O)[O-])c1,-2,-1,-15,2,0,-0.4,-1.1,0,1
CC(C)Cn1c(Cc2ccccc2)n[nH]c1=S,7,-7,-9,-8,1,-0.2,-1.4,-31,6
CCn1c(C)nc2cc(C(=O)N/N=C/c3ccccc3C)ccc21,2,-24,9,-2,-1,0.3,0.6,-5,1
CCOC(=O)C1CCCN(C(=O)c2ccc(CS(=O)(=O)Cc3ccccc3C)o2)C1 (centres undefined),2,-16,-5,4,0,-0.3,0.0,-15,0
CN(C)S(=O)(=O)c1cc(NC(=O)CN2CCNC(=O)C2)ccc1Cl,3,-2,-19,-1,-2,1.3,-1.1,7,-1
C=CCOc1ccc(C(=O)CC)cc1OC,6,-4,-7,0,-1,1.8,-0.7,-7,1
Clc1ccc(-c2csc(=Nc3cccnc3)n2CCCn2ccnc2)cc1Cl,2,-33,-33,1,2,-2.1,1.1,-4,7
CC(C)CC1(C)NC(=O)N(Cc2cc([N+](=O)[O-])cc3c2OCOC3)C1=O (centres undefined),7,-16,-8,5,2,-0.7,-3.9,-8,0
CNc1nc(OCC(F)(F)F)nc(N2CCOCC2)n1,3,-6,-5,1,0,0.7,-0.5,14,0
O=C(Nc1ccc2oc(-c3cccnc3)nc2c1)c1ccco1,8,-11,17,-4,-2,-0.1,0.0,-7,5
CCOc1[nH]n(-c2ccc(Cl)cc2)c(=O)c1C=Nc1ccc(Cl)cc1,6,-9,-14,-9,-1,1.6,0.3,1,-4
COc1ccc(N2CC(C(=O)Nc3ccc(S(=O)(=O)Nc4nc(C)cc(C)n4)cc3)CC2=O)cc1 (centres undefined),-2,-25,-3,4,2,0.9,0.6,7,-1
Cn1nnnc1SCC(=O)N1CCN(C(=O)c2ccco2)CC1,3,-9,6,-5,-1,0.3,-0.8,-2,1
CCOc1ccc(Cn2c(O)cc(=O)[nH]c2=O)cc1,3,-17,-3,4,-1,0.4,4.9,10,-4
COc1ccc(N2Cc3cccc(C(=O)N4CCN(C(=O)c5ccco5)CC4)c3C2=O)cc1,6,-18,6,14,-2,0.8,-0.1,8,-4

# Source: PubChem BioAssay
